# Screening data: PubChem BioAssay, Sanford-Burnham Center for Chemical Genomics
# HKDC1 inhibitor – HKDC1 hexokinase inhibitors, primary screen, biochemical, fluorescence, uHTS. Q2TB90. inhibition, % at 20 µM. hit rate 0.16% among 340,000. recombinant HKDC1, G6PDH/diaphorase resazurin coupled fluorescence. AID 493160, 2011;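 active = inhibition above about 35% when tested at 20 µM, limit read from the data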;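 also: plate controls were DMSO wells with enzyme for no effect and DMSO wells lacking enzyme for full effect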
#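 test system = in-house recombinant HK5 (HKDC1) enzyme | amount = HKDC1 at 5 µg/mL | control set = DMSO-enzyme wells negative, buffer-substituted wells positive | compound = one dose of 20 µM, 1% DMSO | schedule = reaction time 90 min, room temperature, protected from light | technique = resorufin fluorescence at 613 nm | reagent = glucose with 1 mM ATP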
# SENP6 inh – SENP6 protease inhibitors, primary screen, biochemical, luminescence, uHTS; Sentrin-specific protease 6 (Homo sapiens), Q9GZR1; Recombinant SENP6 catalytic domain, aminoluciferin luminescence; inhibition, % at 10 µM; hit rate 1.8% among 330,000; AID 2599, 2010;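 active = inhibition above about 50% at the single tested dose, limit read from the data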;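 also: plate controls were DMSO wells with enzyme for no effect and DMSO wells lacking enzyme for full effect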
# Target sequence (Q9GZR1 628-1112 limits assumed): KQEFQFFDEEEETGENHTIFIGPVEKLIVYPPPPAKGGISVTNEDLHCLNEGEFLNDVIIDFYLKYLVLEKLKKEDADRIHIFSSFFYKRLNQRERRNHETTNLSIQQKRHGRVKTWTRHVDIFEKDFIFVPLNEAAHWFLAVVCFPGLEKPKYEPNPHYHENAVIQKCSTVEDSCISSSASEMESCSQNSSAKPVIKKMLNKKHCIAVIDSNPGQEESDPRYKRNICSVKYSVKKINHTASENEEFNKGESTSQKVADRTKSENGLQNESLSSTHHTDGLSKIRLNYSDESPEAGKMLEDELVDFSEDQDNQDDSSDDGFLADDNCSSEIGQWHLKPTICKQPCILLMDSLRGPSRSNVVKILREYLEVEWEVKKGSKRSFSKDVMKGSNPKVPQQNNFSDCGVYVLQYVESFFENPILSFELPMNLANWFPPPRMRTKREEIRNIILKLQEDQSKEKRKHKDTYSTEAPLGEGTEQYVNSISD
# SENP8 inh – human SENP8 protease inhibitors, primary screen, biochemical, fluorescence, Nedd8 protein substrate, uHTS. Sentrin-specific protease 8 (Homo sapiens), Q96LD8. recombinant SENP8. inhibition, % at 20 µM. hit rate 0.64% among 360,000. AID 602440, 2012; in the data active = inhibition mostly above about 40%, no sharp cut-off; inactive = mostly below about 27%
# Target sequence (Q96LD8 whole entry, looked up): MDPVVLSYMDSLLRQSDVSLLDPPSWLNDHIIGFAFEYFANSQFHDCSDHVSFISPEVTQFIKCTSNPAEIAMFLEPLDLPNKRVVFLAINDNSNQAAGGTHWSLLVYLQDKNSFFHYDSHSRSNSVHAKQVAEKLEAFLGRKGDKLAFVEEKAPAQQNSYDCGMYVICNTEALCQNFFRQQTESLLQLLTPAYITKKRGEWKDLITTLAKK
# MPTP inh – mitochondrial permeability transition pore inhibitors, primary screen, biochemical, isolated mouse mitochondria, absorbance | hit rate 1.4% among 360,000 | inhibition, % at 10 µM | Ca2+ swelling absorbance, 30 min | AID 602449, 2012;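 active = inhibition of 50% or more, scaled per plate between neutral and stimulator controls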;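 also: 0% = DMSO wells given calcium and 100% = 1 mM EGTA wells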
# NR3A LBD binder – binders of NR3A ligand-binding domain, primary screen, biophysical, differential scanning fluorimetry, uHTS; Glutamate receptor ionotropic, NMDA 3A (GRIN3A) ligand-binding domain; NR3A LBD differential scanning fluorimetry, Tm shift; 0% = protein alone, 100% = glycine-bound protein; Tm shift relative to glycine control, % at 25 µM; hit rate 2.5% among 340,000; AID 1259313, 2017;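 active = melting temperature shift of at least 10% of the positive control shift, at one fixed dose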
# SENP7 block – SENP7 protease inhibitors, primary screen, biochemical, luminescence, uHTS. recombinant SENP7, Z-RLRGG-aminoluciferin luminescence, 40 min. AID 434973, 2010. inhibition, % at 5 µM. hit rate 1.5% among 330,000;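 active = inhibition above about 50% at the single test dose, limit read from the data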;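 also: plate controls were DMSO with enzyme for no effect and no enzyme buffer wells for full effect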
# Target sequence (Q9BQF6 706-1050 limits assumed): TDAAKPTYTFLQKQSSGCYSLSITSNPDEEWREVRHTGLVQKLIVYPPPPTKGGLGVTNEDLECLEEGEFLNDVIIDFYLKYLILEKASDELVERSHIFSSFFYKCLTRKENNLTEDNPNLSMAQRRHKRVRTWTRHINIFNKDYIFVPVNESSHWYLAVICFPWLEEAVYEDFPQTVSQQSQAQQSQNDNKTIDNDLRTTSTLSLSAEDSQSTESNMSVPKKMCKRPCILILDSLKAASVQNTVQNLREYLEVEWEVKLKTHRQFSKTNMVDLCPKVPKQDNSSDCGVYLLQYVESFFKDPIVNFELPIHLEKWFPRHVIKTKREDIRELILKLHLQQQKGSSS
# PfG6PD inh – PfG6PD enzyme inhibitors, primary screen, biochemical, fluorescence intensity, uHTS. hit rate 0.78% among 350,000. inhibition, % at 20 µM. glucose-6-phosphate dehydrogenase-6-phosphogluconolactonase (Plasmodium falciparum 3D7). PfGluPho enzyme, NADPH resazurin-diaphorase fluorescence;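 active = inhibition reaching at least a set limit at 20 µM in the primary screen, cut at about 59% in these data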;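 also: 0% = DMSO wells with substrate and 100% = DMSO wells lacking glucose-6-phosphate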
# ATG4B inh – ATG4B protease inhibitors, primary screen, biochemical, fluorescence, uHTS. inhibition, % at 8.33 µM. hit rate 0.51% among 340,000. ATG4B cleavage of LC3-PLA2, NBD-HPC fluorescence, 1 h. AID 504462, 2011; in the data active = inhibition above about 40%
# * hit, by the source's call; · = not tested or not shown.
SMILES,HKDC1 inhibitor,SENP6 inh,SENP8 inh,MPTP inh,NR3A LBD binder,SENP7 block,PfG6PD inh,ATG4B inh
CSc1ncccc1C(=O)N1CCN(S(=O)(=O)c2ccccc2)CC1,-9,-16,6,-1.9,-2,7,2,-6
O=C(Nc1ccc(-c2cc3ccccc3oc2=O)c(Cl)c1)c1cccnc1,-5,4,-276,0.1,8,3,35,-1
COC(=O)N1CCCc2cc(C)ccc21,-3,-19,-46,-1.1,0,4,-14,-3
CCOc1ccc2ccccc2c1/C=N/NC(=O)CNC(=O)c1ccccc1F,-4,-3,-94,1.6,-5,6,50,-27
Cc1ccccc1CNCCCSc1ncccn1,-6,-2,18,-0.1,0,-15,6,-7
CCc1ccc(/C=C2\SC(=S)N(CCCC(=O)Nc3ccc(C(=O)O)cc3)C2=O)cc1,11,92*,19,-0.4,0,83*,-23,-1
CCOc1ccc(Br)cc1C(=O)N/N=C/c1cccc(C)n1,-7,-5,-4,2.2,-3,-3,-1,-3
O=[N+]([O-])c1ccc(Cl)cc1N/N=C/c1ccncc1,5,3,26,-1.1,0,1,-1,2
COCc1c(C(=O)OCC(=O)N2CCCC2=O)oc2ccccc12,4,-9,1,0.4,0,4,0,-7
CCOC(=O)C1CCN(C(=O)c2ccc(OC3CCN(C(=O)CCOC)CC3)cc2)CC1,3,1,11,-0.8,0,4,0,1

# The final 2 records of the part above come first, to join the parts:
SMILES,HKDC1 inhibitor,SENP6 inh,SENP8 inh,MPTP inh,NR3A LBD binder,SENP7 block,PfG6PD inh,ATG4B inh
COCc1c(C(=O)OCC(=O)N2CCCC2=O)oc2ccccc12,4,-9,1,0.4,0,4,0,-7
CCOC(=O)C1CCN(C(=O)c2ccc(OC3CCN(C(=O)CCOC)CC3)cc2)CC1,3,1,11,-0.8,0,4,0,1
O=C(c1ccc(Cl)cc1)N1CCN(c2ccnc3cc(Cl)ccc23)CC1,2,·,-98,3.5,5,·,-3,-23
Fc1ccc(Oc2ccc3nnc(C(F)(F)F)n3n2)cc1,0,-1,8,-0.9,0,-4,-10,11
Oc1ccc2ccccc2c1C=NC1CCCCC1,35*,2,-22,1.5,0,2,24,11
CCCCCCN(C(=O)CCl)c1ccccc1,9,-4,5,1.8,0,-1,-4,1
Cc1c(-n2c(O)c(C3=c4ccccc4=NC3=O)sc2=O)c(=O)n(-c2ccccc2)n1C,0,-3,2,-0.5,-2,5,-5,-3
CCC(=O)N1CCN(c2ccc(NC(=O)c3ccc4ccccc4c3)cc2)CC1,6,9,18,0.6,-16,-10,-5,-2
CCN1CCN(CCCNC(=O)CCC(=O)N2CC(C)Oc3ccc(C)cc32)CC1 (centres undefined),0,-6,4,0.1,-1,1,-13,-3
COc1ccc(NC(=O)c2ccc([N+](=O)[O-])cc2[N+](=O)[O-])c(OC)c1,2,6,12,0.1,1,1,-6,-4
CCn1c(=O)cc(OCC(=O)N(C)C2CCCCC2)c2ccccc21,1,0,15,-2.0,2,-5,6,-4
O=C(Nc1cccc(-c2nc3ccccc3s2)c1)c1cc(=O)c2ccccc2o1,1,11,-8,31,6,2,-9,-2
COc1ccc(CC(=O)NNC(=O)c2cccs2)cc1,-3,-6,22,0.5,3,6,5,-5
COc1ccc(NC(=O)Nc2ccc3c(c2)C(=O)N([C@H](C)CO)C[C@H](C)[C@@H](CN(C)C(=O)Nc2ccc(C(F)(F)F)cc2)O3)cc1,2,-5,20,1.4,4,6,5,-7
CCOc1cccc(NC(=O)C2CC(=O)N(C)C2)c1 (centres undefined),0,-12,16,0.1,-2,0,-12,-4
N#Cc1cnc2cc(-c3ccccc3)nn2c1N,-3,15,-12,-0.3,2,40,6,-2
O=C(OCC1OC(n2ccc(=O)[nH]c2=O)C(O)C1OC(=O)c1ccccc1)c1ccccc1 (centres undefined),-5,-11,25,4.3,-1,1,15,-7
CCOc1ccccc1C(=O)N(C)Cc1cc2cc(OC)ccc2[nH]c1=O,-4,0,-406,0.0,-2,1,-15,-9
COc1ccc(CNC(=O)c2c[nH]c3ccccc3c2=O)cc1,-7,15,-1,5.6,-2,1,-3,3
CC(C)C(=O)NC(Nc1cccc([N+](=O)[O-])c1)C(Cl)(Cl)Cl (centres undefined),-3,3,-2,11,-1,-3,-11,3
O=C(OCc1ccccc1)N1CCC2CC1c1c(-c3ccc(C(F)(F)F)cc3)cccc12 (centres undefined),2,·,8,-1.7,2,·,17,7
Cc1cccn2c(=O)c3cc(C(=O)NCC4CCCO4)c(=N)n(C4CCCCC4)c3nc12 (centres undefined),-26,-21,-295,0.1,-4,-9,0,13
CCOC(=O)C1Cn2c(nc3c(c2=O)C(C)(C)Cc2ccccc2-3)S1 (centres undefined),0,-13,-392,0.6,1,2,15,-9
CCc1nc2ccccc2c(C(=O)Oc2ccc(C(=O)OC)cc2)c1C,4,-1,3,20,-1,5,9,-7
CN(C)c1ccc(C(C(=O)NC2CCCC2)N(Cc2cccnc2)C(=O)c2snc(C(N)=O)c2N)cc1 (centres undefined),-4,7,-22,0.6,-2,9,-5,4
CC(C)c1ccccc1NC(=O)COC(=O)CCN1C(=O)/C(=C\C=C\c2ccccc2)SC1=S,-8,17,15,4.0,0,8,25,1
CCOC(=O)CSc1nc2ccccc2c(=O)n1-c1ccc(C(=O)NCCOC)cc1,7,-13,6,0.8,-3,3,-1,-7
Cn1nc(C(=O)OCC(=O)Nc2ccc(F)cc2Cl)c2ccccc2c1=O,-2,-5,5,0.1,0,6,-2,-5
COCCNC(=O)C(c1ccc(F)cc1)N(C(=O)CCC(=O)Nc1ccccn1)C1CCCCC1 (centres undefined),-1,-4,11,-0.3,-3,-3,-11,1
CC(C)(O)C#Cc1ccc(CNC[C@H]2O[C@@H](n3cnc4c(N)ncnc43)[C@H](O)[C@@H]2O)s1,-4,·,-2,2.0,13*,4,-2,-7
O=C(CN1C(=O)C2C3C=CC(C3)C2C1=O)Nc1ccc(S(=O)(=O)Nc2nccs2)cc1 (centres undefined),-5,-13,9,0.3,-1,0,-12,-11
Cc1ccc(S(=O)(=O)N2CCCCC2)cc1NC(=O)CSc1ncn[nH]1,-2,-7,3,-0.3,-1,6,-2,-5

# Some of the entries above in another layout.
SMILES	HKDC1 inhibitor	SENP6 inh	SENP8 inh	MPTP inh	NR3A LBD binder	SENP7 block	PfG6PD inh	ATG4B inh
N#Cc1cnc2cc(-c3ccccc3)nn2c1N	-3	15	-12	-0.3	2	40	6	-2
O=C(OCC1OC(n2ccc(=O)[nH]c2=O)C(O)C1OC(=O)c1ccccc1)c1ccccc1 (centres undefined)	-5	-11	25	4.3	-1	1	15	-7
CCOc1ccccc1C(=O)N(C)Cc1cc2cc(OC)ccc2[nH]c1=O	-4	0	-406	0.0	-2	1	-15	-9
COc1ccc(CNC(=O)c2c[nH]c3ccccc3c2=O)cc1	-7	15	-1	5.6	-2	1	-3	3
CC(C)C(=O)NC(Nc1cccc([N+](=O)[O-])c1)C(Cl)(Cl)Cl (centres undefined)	-3	3	-2	11	-1	-3	-11	3
O=C(OCc1ccccc1)N1CCC2CC1c1c(-c3ccc(C(F)(F)F)cc3)cccc12 (centres undefined)	2	·	8	-1.7	2	·	17	7
Cc1cccn2c(=O)c3cc(C(=O)NCC4CCCO4)c(=N)n(C4CCCCC4)c3nc12 (centres undefined)	-26	-21	-295	0.1	-4	-9	0	13
CCOC(=O)C1Cn2c(nc3c(c2=O)C(C)(C)Cc2ccccc2-3)S1 (centres undefined)	0	-13	-392	0.6	1	2	15	-9
CCc1nc2ccccc2c(C(=O)Oc2ccc(C(=O)OC)cc2)c1C	4	-1	3	20	-1	5	9	-7
CN(C)c1ccc(C(C(=O)NC2CCCC2)N(Cc2cccnc2)C(=O)c2snc(C(N)=O)c2N)cc1 (centres undefined)	-4	7	-22	0.6	-2	9	-5	4
CC(C)c1ccccc1NC(=O)COC(=O)CCN1C(=O)/C(=C\C=C\c2ccccc2)SC1=S	-8	17	15	4.0	0	8	25	1
CCOC(=O)CSc1nc2ccccc2c(=O)n1-c1ccc(C(=O)NCCOC)cc1	7	-13	6	0.8	-3	3	-1	-7
Cn1nc(C(=O)OCC(=O)Nc2ccc(F)cc2Cl)c2ccccc2c1=O	-2	-5	5	0.1	0	6	-2	-5
COCCNC(=O)C(c1ccc(F)cc1)N(C(=O)CCC(=O)Nc1ccccn1)C1CCCCC1 (centres undefined)	-1	-4	11	-0.3	-3	-3	-11	1

# Continuation:
SMILES,HKDC1 inhibitor,SENP6 inh,SENP8 inh,MPTP inh,NR3A LBD binder,SENP7 block,PfG6PD inh,ATG4B inh
O=C1c2ccccc2C(Nc2cccnc2)N1Cc1ccccc1 (centres undefined),-1,12,10,-0.5,2,-8,-3,-5
CCOc1ccc2c(c1)c(C(C)=O)c(C)n2-c1ccccc1,-2,0,-17,-4.2,0,-4,11,-8
O=C(CCCC(=O)N(c1ccc(F)cc1)C(C(=O)NC1CCCC1)c1ccc(O)cc1)Nc1ccccn1 (centres undefined),-6,7,14,0.7,-1,0,-7,-8
Cc1ccc(NC(=O)NC2CCCCCCC2)cc1C,-2,5,-1,14,-4,-6,1,0
CCOn1c(=O)c(-c2cccc3ccccc23)[n+]([O-])c2ccccc21,14,5,-24,-0.9,0,2,9,-8
Cc1ccc(CNc2nc(Cl)c(C#N)s2)cc1,-2,-2,10,67*,-32,3,4,-2
O=S1(=O)CCOC[C@H](Cc2ccccc2)N1Cc1ccc(F)cc1,-1,-9,9,1.5,-2,-2,-5,0
Cc1ccc(C)c(N(CC(=O)NCc2ccco2)C(=O)CNS(=O)(=O)c2ccccc2)c1,-6,-11,14,-1.0,1,-14,1,-5
CCn1c(N2CCN(CC(=O)c3c(C)n(C)c4ccc(OC)cc34)CC2)nc2c1c(=O)[nH]c(=O)n2C,-8,3,8,3.6,1,2,12,2
O=C(CCC1CCCN(Cc2ccc3c(c2)CCO3)C1)NCc1ccc(F)c(F)c1 (centres undefined),-7,-8,2,1.0,-1,2,-17,16
COC(=O)[C@H](Cc1c[nH]c2ccccc12)NC(=O)Cc1c[nH]c2ccccc12,-4,-6,22,-0.4,-2,2,9,-9
NS(=O)(=O)c1ccc(CNC(=O)c2csc3c2CCCC3)cc1,-8,-12,2,-1.9,0,0,10,1
CCCCN(C(=O)C1CC(=O)N(c2ccc(C)cc2)C1)c1c(N)n(CCC)c(=O)[nH]c1=O (centres undefined),1,-6,16,0.8,-1,1,-13,-2
CCOC(=O)N1CCN(Cc2nc3cc(NC(C)=O)ccc3n2CC)CC1,-3,2,24,0.6,3,4,-1,-1
CCN(CC(=O)NCc1cccs1)C(=O)c1ccc(NS(=O)(=O)c2ccc(C(C)=O)cc2)cc1,-4,-18,8,-1.0,1,-10,2,-11
CC1=NN(C(C#N)c2ccc(F)cc2)C(c2ccccc2)C1 (centres undefined),2,8,16,0.2,0,2,7,-9
CC1(C)CC(=O)C=C(NCc2ccc(Cl)c(Cl)c2)C1,-11,-52,2,1.1,1,0,3,4
COc1ccc(CNC(=O)CN2C(=O)COc3ccc(S(=O)(=O)N4CCCCC4)cc32)cc1,-8,6,2,-0.5,-3,10,1,-3
Cc1ccsc1C(=O)Nc1ccc2c(c1)OCCO2,-15,86*,-4,-1.1,-2,92*,0,-2
